PKA-R1A act – activators of PKA-R1A holoenzyme, primary screen, biochemical, fluorescence polarization, Cy5-IP20, bovine R1A, mouse PKAc; cAMP-dependent protein kinase type I-alpha regulatory subunit (Bos taurus) + …; 340,000 tested, 0.083% active; activation, % at 11.4 µM; PKA-R1A dissociation; scaled: DMSO 0%, 113 µM cGMP 100%; AID 504707, 2011;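 active means percent activation above the mean of all tested compounds plus 3 SD, cut at about 19% in these data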;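 further: higher means more PKAc released from R1A so a rise in polarization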
PKA-R2B act – activators of PKA-R2B holoenzyme, primary screen, biochemical, fluorescence polarization, Cy5-IP20, human; cAMP-dependent protein kinase catalytic subunit beta (Homo sapiens) + cAMP-dependent …; PKA-R2B holoenzyme dissociation; R2B truncated from residue 108, S112A mutant; 0% DMSO only, 100% 113 µM cGMP; activation, % at 11.4 µM; 340,000 tested, 0.079% active; AID 504700, 2011;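 active means activation above a cutoff set at the mean over all compounds plus 3 SD, cut at about 18% in these data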;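 further: higher means more holoenzyme dissociation and a rise in polarization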
Mot1-301 SUMO – yeast Mot1-301 growth rescue at high temperature, primary screen, SUMOylation pathway inhibitor project, S. cerevisiae, ATP luminescence, 38.5C; S. cerevisiae Mot1-301 growth rescue; percent above DMSO median, 100 means doubled; growth rescue, % at 18.8 µM; 320,000 tested, 1% active; AID 2716, 2010;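 active means every valid replicate shows activation above 250% relative to neutral control wells; inactive means the rest, any valid replicate at or below 250%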;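 further: OY570 slx delta 5 strain wells were the positive control but not used for scaling; some compounds called inactive have numbers as strong as hits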
dFosB act – activators of delta FosB homodimer, primary screen, biochemical, fluorescence polarization, TAMRA-CDK5 oligo, single point; activation, % at 25 µM; purified delta FosB; percent of positive-control signal above neutral wells; 340,000 tested, 0.99% active; Protein FosB (Mus musculus), P13346;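 active means mean activation above about 17%, with every replicate also reaching it, limit read from the data, passing the limit was not always enough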;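 further: fluorescence polarization rise as delta FosB binds a TAMRA Cdk5 AP-1 oligo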
MITF act – activators of MITF-driven TRPM1 promoter reporter, primary screen, cell-based, SK-MEL-5, luciferase, single point; 300,000 tested, 0.75% active; SK-MEL-5 TRPM1-promoter luciferase, 24 h; % of positive control, neutral wells = 0; AID 588334, 2011; activation, % at 12.5 µM;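 active means mean activation of at least 80% with every replicate also reaching 80%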;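 further: 0% = neutral control wells and 100% = parthenolide positive control wells; values of inactives mirror those of a sister screen read the other way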
Pemphigus Ab inh – inhibitors of pemphigus antibody binding to DSG3, primary screen, biochemical, bead-based, flow cytometry, scFv-GFP; Desmoglein-3 (Homo sapiens), P32926; DSG3-coupled beads, scFv-anti-DSG3-GFP binding; hits give low values; binding (percent of control), % at 10 µM; 310,000 tested, 0.48% active;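 active means binding more than 3 SD below its plate's average and above zero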;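 further: hits lower antibody fragment binding to DSG3; some compounds called inactive have numbers as strong as hits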
Arr AP2 block – inhibitors of beta-arrestin/AP2 binding, primary screen, biochemical, GPCR trafficking, flow cytometry; beta-arrestin 1 C-terminal peptide binding to AP2 beta2-adaptin appendage (human); FITC-arrestin peptide / GST-AP2 beads; AP2 beta2 appendage carries R879A mutation; inhibition, % at 10 µM; 340,000 tested, 0.31% active; AID 504490, 2011;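 active means inhibition above a set limit, near 3 SD of compounds lacking own fluorescence, cut at about 54% in these data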;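 further: plate controls were DMSO wells for no effect and 5 µM unlabelled arrestin peptide for full effect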
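System: GST-AP2 R879A glutathione beads; medium: PBS, Tween 20 0.05%, BSA 0.1%; reagent: fluorescein-tagged arrestin peptide at 50 nM final; schedule: pre-incubation 12 min, peptide binding 1 h, room temperature; detection: flow cytometry, FL1 (488/535 nm); read-out: inhibition as reduced fluorescein signal on beads, percent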
SR-BI DiI inh – inhibitors of SR-BI mediated HDL lipid uptake, primary screen, ldlA[mSR-BI] cells, fluorescence, single point; Scavenger receptor class B member 1 (Mus musculus), Q61009; ldlA[mSR-BI] CHO cells, DiI-HDL uptake fluorescence, 3 h; inhibition, % at 12.5 µM; 320,000 tested, 0.96% active; AID 488896, 2010;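 active means mean replicate inhibition of at least 70% and a set share of replicates each scoring 70 or more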;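 further: 0% = median of neutral control wells and 100% = median of positive control wells; values of inactives mirror those of a sister screen read the other way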
SR-BI DiI-HDL act – activators of SR-BI mediated DiI-HDL uptake, primary screen, ldlA[mSR-BI] CHO cells, DiI fluorescence | 3 h; 100 = double the neutral-control signal | activation, % at 12.5 µM | 320,000 tested, 0.096% active | AID 504775, 2011;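 active means mean replicate activation of at least 60% and every replicate at or above 60%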;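 further: 0% = median plate neutral-control signal and 100% = twice that signal; values of inactives mirror those of a sister screen read the other way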
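Test system: SR-BI-overexpressing, LDLR-lacking CHO cells; Also added: labelled HDL, 10 µg/mL; Measured by: bottom-read cell fluorescence after medium removal, ex 550/em 595 nm; Timing: 3 h uptake period with compound, 37 °C; Buffer or medium: F12, 0.5% BSA, 25 mM HEPES; Doses: single compound concentration, delivered by pin transfer.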
CDK5 p35 inh – inhibitors of human CDK5/p35 kinase, primary screen, biochemical, single concentration | Cyclin-dependent kinase 5 (Homo sapiens) + Cyclin-dependent kinase 5 activator 1 (Homo … | Recombinant CDK5/p35, ADP-Glo luminescence, 60 min | inhibition, % at 10 µM | 330,000 tested, 0.01% active;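 active means highest replicate inhibition of at least 50% and at least 75% of replicates reaching 50%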;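 further: plate controls were DMSO neutral control for no effect and GW8510 at 10 µM for full effect; many of its hits are not listed in these tables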
NSD2 inh – NSD2 histone methyltransferase inhibitors, primary screen, biochemical, AlphaScreen, single concentration, set 2. NSD2 peptide methylation, 120 min. Histone-lysine N-methyltransferase NSD2 (Homo sapiens), O96028. 310,000 tested, 0.54% active. inhibition, % at 12.5 µM; in the data active means inhibition above about 50%
Target sequence (O96028 whole entry, looked up): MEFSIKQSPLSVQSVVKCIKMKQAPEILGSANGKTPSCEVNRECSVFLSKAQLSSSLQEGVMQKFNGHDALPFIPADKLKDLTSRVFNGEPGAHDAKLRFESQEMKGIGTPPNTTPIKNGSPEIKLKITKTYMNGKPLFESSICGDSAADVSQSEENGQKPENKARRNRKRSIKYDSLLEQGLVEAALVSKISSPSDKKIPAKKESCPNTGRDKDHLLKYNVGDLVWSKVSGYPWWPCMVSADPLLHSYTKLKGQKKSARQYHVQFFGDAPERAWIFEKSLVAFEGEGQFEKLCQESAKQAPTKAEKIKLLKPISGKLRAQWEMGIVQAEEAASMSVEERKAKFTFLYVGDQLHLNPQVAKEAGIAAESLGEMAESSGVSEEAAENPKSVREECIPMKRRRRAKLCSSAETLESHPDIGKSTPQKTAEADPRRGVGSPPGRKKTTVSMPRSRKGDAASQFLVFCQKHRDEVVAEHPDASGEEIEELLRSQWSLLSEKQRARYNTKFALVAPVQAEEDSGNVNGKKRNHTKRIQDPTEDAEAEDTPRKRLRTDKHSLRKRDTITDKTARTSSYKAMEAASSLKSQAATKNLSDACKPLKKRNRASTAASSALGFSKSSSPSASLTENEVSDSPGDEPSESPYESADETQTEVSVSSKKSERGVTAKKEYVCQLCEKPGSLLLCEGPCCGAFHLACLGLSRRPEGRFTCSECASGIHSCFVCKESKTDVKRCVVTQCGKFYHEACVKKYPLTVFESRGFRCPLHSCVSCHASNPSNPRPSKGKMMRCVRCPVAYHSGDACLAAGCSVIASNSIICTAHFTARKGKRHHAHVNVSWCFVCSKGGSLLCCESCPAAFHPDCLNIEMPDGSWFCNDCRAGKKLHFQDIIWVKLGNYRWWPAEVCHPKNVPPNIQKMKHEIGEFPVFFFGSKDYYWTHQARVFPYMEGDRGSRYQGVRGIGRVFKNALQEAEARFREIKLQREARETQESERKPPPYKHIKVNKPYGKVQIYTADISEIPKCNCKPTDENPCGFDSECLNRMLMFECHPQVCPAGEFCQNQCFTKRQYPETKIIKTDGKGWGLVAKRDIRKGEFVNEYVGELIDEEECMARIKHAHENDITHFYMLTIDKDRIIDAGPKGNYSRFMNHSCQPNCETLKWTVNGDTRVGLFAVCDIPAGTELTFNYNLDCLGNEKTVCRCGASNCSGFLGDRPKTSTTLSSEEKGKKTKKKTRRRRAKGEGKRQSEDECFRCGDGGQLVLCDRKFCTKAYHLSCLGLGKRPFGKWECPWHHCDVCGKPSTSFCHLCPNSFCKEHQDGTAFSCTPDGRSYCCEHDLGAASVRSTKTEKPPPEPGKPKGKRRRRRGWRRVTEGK
Active calls of the source: *.

How did CC1(C)CC(=O)C(C(C2=C(O)CC(C)(C)CC2=O)c2ccc(Cl)c([N+](=O)[O-])c2)C(=O)C1 (stereo not drawn) do in these assays?
PKA-R1A act: -7; PKA-R2B act: -8; Mot1-301 SUMO: -2; dFosB act: 1; MITF act: 0; Arr AP2 block: 36; SR-BI DiI inh: -12; SR-BI DiI-HDL act: 12; CDK5 p35 inh: 1.9; NSD2 inh: -1

What do the screens show for `O=C(NC1CCCc2c1cnn2-c1ccc(F)cc1F)c1ccccn1` (stereo not drawn)?
PKA-R1A act: 7; PKA-R2B act: -1; Mot1-301 SUMO: 9; dFosB act: 3; MITF act: -14; Pemphigus Ab inh: 96; Arr AP2 block: 11; SR-BI DiI inh: -5; SR-BI DiI-HDL act: 5; CDK5 p35 inh: 0.8; NSD2 inh: -4

How did CCOC(=O)c1nn(-c2ccccc2C)c(=O)cc1OCC(=O)N1CCN(c2ccccc2)CC1 do in these assays?
PKA-R1A act: -4; PKA-R2B act: 2; Mot1-301 SUMO: 0; dFosB act: -5; MITF act: -2; Pemphigus Ab inh: 97; Arr AP2 block: -2; SR-BI DiI inh: -1; SR-BI DiI-HDL act: 1; CDK5 p35 inh: 1.0; NSD2 inh: 1

Results for CC(Sc1nnc(Nc2ccccc2F)s1)C(=O)NC1CC1 (stereo not drawn) ?
PKA-R1A act: 0; PKA-R2B act: 5; Mot1-301 SUMO: -12; dFosB act: -9; MITF act: 24; Arr AP2 block: -6; SR-BI DiI inh: 12; SR-BI DiI-HDL act: -12; CDK5 p35 inh: -7.5; NSD2 inh: 2

What do the screens show for `COc1ccc(N(CC(=O)O)S(=O)(=O)c2ccccc2[N+](=O)[O-])c(OC)c1`?
PKA-R1A act: 6; PKA-R2B act: -4; Mot1-301 SUMO: 15; dFosB act: -2; MITF act: 3; Pemphigus Ab inh: 95; Arr AP2 block: -5; SR-BI DiI inh: -7; SR-BI DiI-HDL act: 7; CDK5 p35 inh: -0.3; NSD2 inh: -1

Results for Cc1occc1C(=O)Nc1ccccc1NC(=O)c1ccoc1C ?
PKA-R1A act: -4; PKA-R2B act: -10; Mot1-301 SUMO: -1; dFosB act: -1; MITF act: -8; Pemphigus Ab inh: 105; Arr AP2 block: 13; SR-BI DiI inh: -4; SR-BI DiI-HDL act: 4; CDK5 p35 inh: -0.6; NSD2 inh: 0

What do the screens show for `COc1cc(/C=C2\CCC/C(=C\c3ccc(O)c(OC)c3)C2=O)ccc1O`?
PKA-R1A act: -1; PKA-R2B act: -1; Mot1-301 SUMO: -15; dFosB act: -12; MITF act: -11; Pemphigus Ab inh: 108; Arr AP2 block: 0; SR-BI DiI inh: 50; SR-BI DiI-HDL act: -50; CDK5 p35 inh: -0.2; NSD2 inh: 12

Results for CC(C)OCCCNC(=O)Cn1ccc2cc(S(=O)(=O)N3CCCCCC3)ccc21 ?
PKA-R1A act: -4; PKA-R2B act: -6; Mot1-301 SUMO: -28; dFosB act: -14; MITF act: 6; Pemphigus Ab inh: 98; Arr AP2 block: -2; SR-BI DiI inh: -13; SR-BI DiI-HDL act: 13; CDK5 p35 inh: -4.6; NSD2 inh: -4

How did O=C(N[C@@H](Cc1ccccc1)C(=O)O)c1cccs1 do in these assays?
PKA-R1A act: 16; PKA-R2B act: 2; Mot1-301 SUMO: 5; dFosB act: -2; MITF act: 1; Pemphigus Ab inh: 95; Arr AP2 block: 20; SR-BI DiI inh: -10; SR-BI DiI-HDL act: 10; CDK5 p35 inh: -0.8

What do the screens show for `N#C/C(=C(/O)c1ccc([N+](=O)[O-])cc1)c1nnc2n1CCCCC2`?
PKA-R1A act: -10; PKA-R2B act: -10; Mot1-301 SUMO: 48; dFosB act: 0; MITF act: 4; Pemphigus Ab inh: 87; Arr AP2 block: 32; CDK5 p35 inh: 0.8; NSD2 inh: 1

Results for COc1ccc(/C(C)=N/OC/C(O)=C(\C#N)c2nc3ccccc3[nH]2)c(OC)c1 ?
PKA-R1A act: 0; PKA-R2B act: 2; Mot1-301 SUMO: -3; dFosB act: 10; MITF act: 11; Pemphigus Ab inh: 89; Arr AP2 block: 4; SR-BI DiI inh: -21; SR-BI DiI-HDL act: 21; CDK5 p35 inh: -0.1; NSD2 inh: 1

Results for COc1cc(C(=O)NC(=S)Nc2ccc([N+](=O)[O-])cc2C)cc(OC)c1OC ?
PKA-R1A act: -2; PKA-R2B act: -13; Mot1-301 SUMO: 37; dFosB act: 10; MITF act: 7; Pemphigus Ab inh: 105; Arr AP2 block: 4; CDK5 p35 inh: -1.3; NSD2 inh: -1

Results for Cc1nn(-c2ccccc2)c(N2CCCC2)c1/C=N/NC(=O)c1cc(-c2ccccc2)nc2ccccc12 ?
PKA-R1A act: -4; PKA-R2B act: -5; Mot1-301 SUMO: 20; dFosB act: -10; MITF act: -7; Pemphigus Ab inh: 95; Arr AP2 block: 1; SR-BI DiI inh: 88*; SR-BI DiI-HDL act: -88; CDK5 p35 inh: -1.7; NSD2 inh: 1

Results for Cc1cc(C)nc(Sc2c(C)n[nH]c2C)n1 ?
PKA-R1A act: 7; PKA-R2B act: 3; Mot1-301 SUMO: -19; dFosB act: 6; MITF act: -10; Pemphigus Ab inh: 103; Arr AP2 block: 12; SR-BI DiI inh: 6; SR-BI DiI-HDL act: -6; CDK5 p35 inh: -0.8

How did Cc1ccc(N2C(=O)CC(N3CCN(C4CCc5ccccc5C4)CC3)C2=O)cc1 (stereo not drawn) do in these assays?
PKA-R1A act: -7; PKA-R2B act: 0; Mot1-301 SUMO: 5; dFosB act: -8; MITF act: -12; Pemphigus Ab inh: 113; Arr AP2 block: 1; SR-BI DiI inh: 9; SR-BI DiI-HDL act: -9; CDK5 p35 inh: -0.8; NSD2 inh: -3

Results for Cc1ccc(N2C(=O)C(O)(C(F)(F)F)C3=C2CC(C)(C)CC3=O)cc1C (stereo not drawn) ?
PKA-R1A act: -5; PKA-R2B act: 6; Mot1-301 SUMO: -8; dFosB act: -2; MITF act: -6; Pemphigus Ab inh: 100; Arr AP2 block: 22; SR-BI DiI inh: 15; SR-BI DiI-HDL act: -15; CDK5 p35 inh: 3.5; NSD2 inh: 0

How did COc1ccc(-n2c(C)cc(C(=O)CN3CCC(C)CC3)c2C)cc1 do in these assays?
PKA-R1A act: -5; PKA-R2B act: -1; Mot1-301 SUMO: 9; dFosB act: -9; MITF act: 34; Pemphigus Ab inh: 99; Arr AP2 block: -1; SR-BI DiI inh: -13; SR-BI DiI-HDL act: 13; CDK5 p35 inh: 0.1; NSD2 inh: 11

What do the screens show for `O=C(Cc1cnc2ncnn2c1)N1CCc2c([nH]c3ccccc23)C1c1ccccn1` (stereo not drawn)?
PKA-R1A act: -3; PKA-R2B act: 6; Mot1-301 SUMO: 282; dFosB act: -1; MITF act: 1; Pemphigus Ab inh: 103; Arr AP2 block: -3; SR-BI DiI inh: 12; SR-BI DiI-HDL act: -12; CDK5 p35 inh: -0.2; NSD2 inh: -3

Results for Cc1[nH]c(C)c(S(=O)(=O)N(Cc2ccccc2)C(C)C)c1C(=O)N1CCCC1 ?
PKA-R1A act: 1; PKA-R2B act: 3; Mot1-301 SUMO: 11; dFosB act: -3; MITF act: -1; Pemphigus Ab inh: 103; Arr AP2 block: -14; SR-BI DiI inh: -17; SR-BI DiI-HDL act: 17; CDK5 p35 inh: 0.4; NSD2 inh: 1

What do the screens show for `O=C(CCCn1nnnc1CN1CCOCC1)N1CCC(c2ccccc2F)C1` (stereo not drawn)?
PKA-R1A act: -3; PKA-R2B act: 2; dFosB act: -6; MITF act: 6; Pemphigus Ab inh: 104; Arr AP2 block: 2; SR-BI DiI inh: 1; SR-BI DiI-HDL act: -1; CDK5 p35 inh: 1.8; NSD2 inh: 0

How did Cn1c(=O)n(C)c2cc(C(=O)c3ccccc3)ccc21 do in these assays?
PKA-R1A act: -2; PKA-R2B act: -10; Mot1-301 SUMO: -14; dFosB act: 0; MITF act: 8; Pemphigus Ab inh: 103; Arr AP2 block: -8; SR-BI DiI inh: 12; SR-BI DiI-HDL act: -12; CDK5 p35 inh: -0.1; NSD2 inh: 4

3 compounds already listed, arranged by count of non-hydrogen atoms, lowest first:
How did Cn1c(=O)n(C)c2cc(C(=O)c3ccccc3)ccc21 do in these assays?
PKA-R1A act: -2; PKA-R2B act: -10; Mot1-301 SUMO: -14; dFosB act: 0; MITF act: 8; Pemphigus Ab inh: 103; Arr AP2 block: -8; SR-BI DiI inh: 12; SR-BI DiI-HDL act: -12; CDK5 p35 inh: -0.1; NSD2 inh: 4

Results for Cc1[nH]c(C)c(S(=O)(=O)N(Cc2ccccc2)C(C)C)c1C(=O)N1CCCC1 ?
PKA-R1A act: 1; PKA-R2B act: 3; Mot1-301 SUMO: 11; dFosB act: -3; MITF act: -1; Pemphigus Ab inh: 103; Arr AP2 block: -14; SR-BI DiI inh: -17; SR-BI DiI-HDL act: 17; CDK5 p35 inh: 0.4; NSD2 inh: 1

What do the screens show for `O=C(CCCn1nnnc1CN1CCOCC1)N1CCC(c2ccccc2F)C1` (stereo not drawn)?
PKA-R1A act: -3; PKA-R2B act: 2; dFosB act: -6; MITF act: 6; Pemphigus Ab inh: 104; Arr AP2 block: 2; SR-BI DiI inh: 1; SR-BI DiI-HDL act: -1; CDK5 p35 inh: 1.8; NSD2 inh: 0
